PREPL inh = inhibitors of human prolyl oligopeptidase-like enzyme PREPL; Q4J6C6; recombinant PREPL, fluorescence polarization activity-based probe; inhibition, % at 5.96 µM; 320,000 compounds, 0.68% hits; AID 2751; in the data active = inhibition above about 43%;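 also: 0% = enzyme with DMSO and 100% = wells lacking enzyme; many of its hits are not listed in these tables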
pPAFAH inh = pPAFAH (human) enzyme inhibition; recombinant pPAFAH, FP-rhodamine probe fluorescence polarization; 330,000 compounds, 1.5% hits; inhibition, % at 3.39 µM;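 active = inhibition above the mean inhibition across the screen plus 3 SD, cut at about 25% in these data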;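 also: inhibitors block binding of the rhodamine activity-based probe so polarization drops; 0% = enzyme with DMSO and 100% = wells lacking pPAFAH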
Target sequence (Q13093 whole entry, looked up): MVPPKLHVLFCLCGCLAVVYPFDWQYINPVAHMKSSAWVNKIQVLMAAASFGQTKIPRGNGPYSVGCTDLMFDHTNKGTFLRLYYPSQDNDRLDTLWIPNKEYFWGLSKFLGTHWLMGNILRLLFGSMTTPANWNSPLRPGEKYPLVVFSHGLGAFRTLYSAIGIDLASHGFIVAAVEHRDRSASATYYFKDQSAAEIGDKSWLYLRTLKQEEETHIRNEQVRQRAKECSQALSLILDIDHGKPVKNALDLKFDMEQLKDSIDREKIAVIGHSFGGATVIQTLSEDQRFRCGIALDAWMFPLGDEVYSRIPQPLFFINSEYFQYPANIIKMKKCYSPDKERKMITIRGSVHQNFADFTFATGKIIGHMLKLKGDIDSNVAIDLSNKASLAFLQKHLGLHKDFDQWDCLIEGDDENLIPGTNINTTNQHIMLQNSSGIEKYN
PAD4 inh = inhibitors of human PAD4; recombinant PAD4, RCA probe fluorescence polarization; inhibition, % at 6.36 µM; 330,000 compounds, 0.41% hits; AID 485272;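 active = percent inhibition above a cutoff equal to the mean of all tested compounds plus 3 SD, cut at about 15% in these data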;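 also: 0% = PAD4 with RCA probe and DMSO and 100% = probe without PAD4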
PME-1 primary = blocks human protein phosphatase methylesterase 1; inhibition, % at 5.9 µM; recombinant PME-1, FP-Rh probe fluorescence polarization; AID 2130; 320,000 compounds, 0.53% hits;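 active = inhibition above the campaign mean of all compounds plus 3 SD, cut at about 26% in these data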;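 also: competitive labeling of PME-1 active site by serine hydrolase directed probe; 0% = PME-1 with DMSO and 100% = wells lacking PME-1 enzyme; inhibitors block probe labeling so polarization falls and inhibition rises; many of its hits are not listed in these tables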
LYPLA2 counter = blocks human lysophospholipase 2, a PME1 counter-screen; recombinant LYPLA2, FP-Rh probe fluorescence polarization; 320,000 compounds, 0.38% hits; inhibition, % at 5.9 µM;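 active = inhibition above the screen-wide mean plus 3 SD, limit set per campaign, cut at about 26% in these data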;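 also: 0% = LYPLA2 with DMSO and 100% = wells lacking LYPLA2 enzyme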
PAFAH1B3 inh = inhibitors of human PAFAH1B3. Q15102. recombinant PAFAH1B3, FP-rhodamine probe, fluorescence polarization. inhibition, % at 3.39 µM. 340,000 compounds, 0.28% hits. AID 492972;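 active = inhibition above the screen-wide average of all tested compounds plus 3 SD, cut at about 25% in these data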;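 also: 0% = enzyme with DMSO only and 100% = wells lacking PAFAH1B3 protein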
Target sequence (Q15102 whole entry, looked up): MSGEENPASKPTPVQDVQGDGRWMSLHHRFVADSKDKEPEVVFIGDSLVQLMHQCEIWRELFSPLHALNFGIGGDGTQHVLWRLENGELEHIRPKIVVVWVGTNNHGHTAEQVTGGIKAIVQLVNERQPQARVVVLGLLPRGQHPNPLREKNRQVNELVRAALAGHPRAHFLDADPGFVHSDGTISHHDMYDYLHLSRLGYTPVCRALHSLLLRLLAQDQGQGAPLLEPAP
GSTO1 inh = blocks human GSTO1 in RBBP9 counter-screen | recombinant GSTO1, activity-based probe fluorescence polarization | P78417 | inhibition, % at 5.96 µM | 300,000 compounds, 1.1% hits;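 active = inhibition above the campaign mean inhibition plus 3 SD, cut at about 35% in these data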;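 also: 0% = GSTO1-1 with DMSO and 100% = wells lacking GSTO1-1 enzyme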
PAFAH1B2 FP inh = PAFAH1B2 (human) inhibition | P68402 | recombinant PAFAH1B2, FP-rhodamine activity probe, fluorescence polarization | inhibition, % at 3.39 µM | 340,000 compounds, 1.2% hits | AID 492953;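 active = inhibition above the mean of all tested compounds plus 3 SD, cut at about 24% in these data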;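 also: 0% = enzyme with DMSO and 100% = wells lacking PAFAH1B2; many of its hits are not listed in these tables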
Target sequence (P68402 whole entry, looked up): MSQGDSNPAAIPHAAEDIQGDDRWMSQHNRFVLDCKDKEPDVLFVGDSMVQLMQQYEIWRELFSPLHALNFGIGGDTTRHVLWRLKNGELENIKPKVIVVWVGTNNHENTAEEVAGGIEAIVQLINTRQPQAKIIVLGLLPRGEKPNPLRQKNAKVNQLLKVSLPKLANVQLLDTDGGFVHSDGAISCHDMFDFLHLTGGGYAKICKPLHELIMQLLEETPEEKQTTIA
LYPLA1 inh = counter-screen for PME1 inhibitors: inhibitors of human LYPLA1. 320,000 compounds, 0.16% hits. recombinant LYPLA1, FP-Rh probe fluorescence polarization. O75608. AID 2174. inhibition, % at 5.9 µM;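 active = inhibition above the mean of all tested compounds plus 3 SD, set per campaign, cut at about 14% in these data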;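 also: inhibitors block serine hydrolase probe labeling of LYPLA1 so polarization falls; 0% = enzyme with DMSO and 100% = wells lacking LYPLA1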
* = called active by the depositor; . = not tested or not shown. The list is partial (hit frequency here may not be typical).

SMILES	PREPL inh	pPAFAH inh	PAD4 inh	PME-1 primary	LYPLA2 counter	PAFAH1B3 inh	GSTO1 inh	PAFAH1B2 FP inh	LYPLA1 inh
CC(=O)c1ccc(-n2nnnc2SCC(=O)N2CCN(C(=O)c3ccco3)CC2)cc1	6	1	4	-6	11	5	1	-2	2
CCOC(=O)c1cc(C#N)c(C)nc1N(CC)CC	-6	-3	1	1	0	4	-5	-2	3
CC(=O)COc1ccccc1OC(=O)c1ccco1	26	6	2	1	-2	5	0	3	-4
CC(/C=C/c1ccc(Cl)o1)=C\C(=O)O	8	3	4	-6	2	6	22	1	3
Cc1ccc2nc(C3CCN(C(=O)NCc4ccccc4)CC3)[nH]c2c1	3	4	-3	-1	-8	-3	10	1	-2
CC(=O)c1cc2c(cc1NC(=O)C1CCC1)OCO2	0	4	-1	-1	-5	3	1	5	-2
COc1ccc(CCNC(=O)c2nn(C)cc2Cl)cc1	0	-7	1	2	-9	5	7	-3	-3
COc1cccc(NC(=O)Cn2c(=O)n(-c3ccccc3)c(=O)c3sccc32)c1	4	3	3	-4	15	4	4	1	5
Cc1ccc(C(=O)N/C(=C\c2cccs2)C(=O)NC2CCCCC2)cc1	-6	8	-3	-2	4	3	0	2	-2
CCN(CC(=O)Nc1ccc(OC)cc1)CC(=O)Nc1ccc(Cl)cc1F	-21	-4	-3	-2	0	8	-8	2	0
CCCNC(=O)C(CC)NC(=O)c1ccc(C#N)cc1 (configuration not stated)	4	1	0	3	3	1	.	2	5
CCCc1nnc(NC(=O)C(C)N2C(=O)C3C4C=CC(C4)C3C2=O)s1 (configuration not stated)	4	2	-3	-4	0	1	1	6	0
CC(=O)Nc1ccc(N2C(=O)CC(c3ccccc3)CC2=O)cc1	2	-1	-3	-1	2	11	-6	5	3
O=C(c1ccc2c(c1)OCCO2)N1CCCCC1	7	-1	-3	-2	8	1	4	-2	3
O=S1(=O)c2ccccc2N=NN1Cc1ccc(Cl)c(Cl)c1	-2	14	-7	3	1	.	35*	.	1
O=C(Nc1cccc(C2=NCCN2)c1)Nc1cccc(C2=NCCN2)c1	5	1	-3	1	5	1	0	9	2
Cc1ccc(N(C)S(=O)(=O)c2c(C)[nH]c(C)c2C(=O)N2CCCC2)cc1	-2	7	0	1	4	10	1	-1	0
Cc1cc(C)cc(S(=O)(=O)c2cn(C)c3cc(N4CCN(C)CC4)c(F)cc3c2=O)c1	9	1	-11	1	6	9	3	2	4
Cc1cc(C)n(CC(O)CN2C(=O)NC(C)(C)C2=O)n1 (configuration not stated)	-4	4	1	4	7	3	4	-1	-1
Cc1[nH]c2c(C)cccc2c1CCNS(=O)(=O)c1cccc([N+](=O)[O-])c1	8	0	2	11	1	6	0	-1	-4
COCCN(C(=O)c1ccccc1OC)c1nnc(C)s1	13	5	-4	-2	0	7	8	2	0
Cc1c(NC(=O)c2ccc3c(c2)OCO3)cccc1-c1nc2ccccc2o1	-11	-3	0	-1	1	-8	-2	5	-4
Cn1cc(CN2CCC(CO)CC2)c(-c2ccc(Oc3ccccc3)cc2)n1	-2	1	0	-2	-4	5	2	3	1
CCOc1ccc(/C=C2\SC(=S)N(CCC(=O)N(CCO)c3ccccc3)C2=O)cc1	-1	9	-1	-8	-7	7	-2	3	-2
Cn1c(COc2ccc(C(=O)O)cc2)nc2ccccc21	-8	0	5	1	-4	1	-3	2	-1
CCOc1ccccc1OCC(=O)NN=C1CCCC(=O)C1	7	-1	0	.	.	5	.	1	.
COCCNC(=O)c1cc2c(=O)[nH]c3ccccc3c2s1	10	3	-3	0	-1	8	-1	5	2
CN(C)CC(C)(C)CNC(=S)Nc1ccc(S(=O)(=O)N2CCOCC2)cc1	2	5	3	3	8	-1	3	-8	-2
Cc1ccc(-n2c(C)cc(C)c(C#N)c2=O)cc1Cl	2	4	5	-4	-2	17	-7	0	-1
CCN(CC)C(=O)CSc1nnc(-c2ccc(S(=O)(=O)NCc3ccccc3Cl)cc2)o1	1	3	-2	9	-3	5	-6	1	-5
O=C(NC1CCCCC1)c1cccnc1Sc1ccccc1	-3	3	-2	-4	11	7	2	-1	-1
COc1cccc(C(=O)NCC(=O)N2CCC(C)CC2)c1	6	2	0	-3	7	12	-2	3	2
O=C(O)c1ccc(NC(CSCc2cccc(F)c2)C(=O)O)c([N+](=O)[O-])c1 (configuration not stated)	-5	-2	2	0	2	8	1	8	-3
CCSc1nnc(NC(=O)C(C)(C)C)s1	-5	6	-4	-6	-1	6	2	4	-4
O=S(=O)(Nc1ccccc1N1CCOCC1)c1c(F)cc(F)cc1Br	11	3	0	.	.	6	.	10	.
CCOc1ccccc1N(CC(=O)N/N=C(\C)c1cccc(Br)c1)S(C)(=O)=O	2	2	-3	2	3	5	3	3	0
COc1ccc(CCNC(=O)c2cc(-c3cc(Cl)ccc3O)n[nH]2)cc1OC	17	-5	4	-14	-8	0	-22	2	-12
Cc1ccc(SCC(=O)NNC(=O)c2ccccc2)cc1C	1	3	2	1	-5	3	1	6	-3
COCCNc1nnc(SCC(=O)NNC(=O)c2ccccc2)s1	7	2	-3	2	-4	5	6	1	-1
Cn1c(C(=O)N2CCc3ccccc3C2)cc2c(=O)n3ccccc3nc21	23	-2	-3	6	1	8	-5	3	5
CN1CCOCCOCCN(C)C1=O	-7	-1	3	-5	0	5	1	-2	3
CCN1C(=O)CC(C(=O)Nc2ccc(F)cc2)SC1=Nc1cccc(OC)c1 (configuration not stated)	10	4	1	-6	29*	-6	-1	3	2
CC(C)(C)C(=O)CSc1ccc(S(=O)(=O)N2CCCC2)cn1	12	-2	-3	-4	-1	3	.	7	0
CCOC(=O)c1ccc(S(=O)(=O)Nc2ccc(N3CCOCC3)cc2)cc1	-8	5	1	-1	-4	-9	11	5	-1
CCOc1ccccc1-c1nc(C(N)=O)c2[nH]c(=O)n(-c3ccc(F)cc3)c2n1	2	-2	-3	14	-6	-2	-4	0	-4
O=C(O)CCCCCNS(=O)(=O)/C=C/c1ccccc1	11	-1	-6	2	-2	4	0	2	-4
Cc1ccc2[nH]c(=O)c(CN(Cc3nnnn3Cc3ccccc3)C3CCCC3)cc2c1	12	-1	-5	3	-1	-4	0	7	-2
COc1ccc([N+](=O)[O-])cc1NC(=O)Cc1c(Cl)cccc1Cl	13	-7	4	2	-3	1	-1	-4	1
CCc1ccc(CCC(=O)Nc2ccc(Br)cc2)o1	-6	0	-1	-3	0	-7	7	-1	-6
COc1ccc2[nH]c(C(=O)N3CCc4ccccc4C3)c(C)c2c1	11	7	2	0	0	10	3	2	4

Two entries from above in another layout:
Fields – PREPL inh | pPAFAH inh | PAD4 inh | PME-1 primary | LYPLA2 counter | PAFAH1B3 inh | GSTO1 inh | PAFAH1B2 FP inh | LYPLA1 inh
- Cc1ccc(N(C)S(=O)(=O)c2c(C)[nH]c(C)c2C(=O)N2CCCC2)cc1
 : -2 | 7 | 0 | 1 | 4 | 10 | 1 | -1 | 0
- Cc1cc(C)cc(S(=O)(=O)c2cn(C)c3cc(N4CCN(C)CC4)c(F)cc3c2=O)c1
 : 9 | 1 | -11 | 1 | 6 | 9 | 3 | 2 | 4

Following part:
SMILES	PREPL inh	pPAFAH inh	PAD4 inh	PME-1 primary	LYPLA2 counter	PAFAH1B3 inh	GSTO1 inh	PAFAH1B2 FP inh	LYPLA1 inh
COc1ccc(C(=O)C2CCCN(Cc3cccn3-c3nccs3)C2)cc1F (configuration not stated)	23	3	-2	-4	7	2	2	1	1
NS(=O)(=O)c1cccc(NS(=O)(=O)c2ccc(/C=C/C(=O)OCC(=O)c3ccc(Br)cc3)cc2)c1	-29	6	-2	-13	-5	2	0	2	-3
Cc1cc(OCC(=O)OCC(=O)NC2CCCC2)ccc1Cl	5	13	3	-4	1	2	.	6	-3
Cc1noc(C)c1S(=O)(=O)N(C)CC(=O)Nc1ccc(F)cc1	-4	0	-8	4	-4	9	-1	4	-4
Cc1csc(NC(=O)CCNC(=O)c2ccccc2Cl)n1	12	-1	-4	-3	1	-4	6	5	0
CC(=O)OCC1OC(n2ccc3ccccc32)C(OC(C)=O)C(OC(C)=O)C1OC(C)=O (configuration not stated)	16	0	2	-2	5	4	6	-1	2
COc1ccccc1C(=O)COC(=O)c1nc2nc(C)cc(C)n2n1	8	-2	-9	3	-1	3	1	4	1
O=C1c2ccccc2C(=O)N1c1nc(-c2cccs2)cs1	8	1	-10	0	7	10	-2	3	3
Brc1ccccc1OCCCCn1cnc2ccccc21	-10	2	-3	-1	5	2	5	4	-4
COc1ccc(C(=O)c2coc3ccc(O)c(CN4CCCCC4)c23)cc1	57*	0	0	-4	7	3	5	-4	0

Ordered by heavy-atom count (rising): some entries from above
SMILES	PREPL inh	pPAFAH inh	PAD4 inh	PME-1 primary	LYPLA2 counter	PAFAH1B3 inh	GSTO1 inh	PAFAH1B2 FP inh	LYPLA1 inh
CCc1ccc(CCC(=O)Nc2ccc(Br)cc2)o1	-6	0	-1	-3	0	-7	7	-1	-6
O=C(O)CCCCCNS(=O)(=O)/C=C/c1ccccc1	11	-1	-6	2	-2	4	0	2	-4
Cc1csc(NC(=O)CCNC(=O)c2ccccc2Cl)n1	12	-1	-4	-3	1	-4	6	5	0
Cc1cc(OCC(=O)OCC(=O)NC2CCCC2)ccc1Cl	5	13	3	-4	1	2	.	6	-3
Cc1noc(C)c1S(=O)(=O)N(C)CC(=O)Nc1ccc(F)cc1	-4	0	-8	4	-4	9	-1	4	-4
COc1ccc2[nH]c(C(=O)N3CCc4ccccc4C3)c(C)c2c1	11	7	2	0	0	10	3	2	4
COc1ccccc1C(=O)COC(=O)c1nc2nc(C)cc(C)n2n1	8	-2	-9	3	-1	3	1	4	1
COc1ccc(C(=O)c2coc3ccc(O)c(CN4CCCCC4)c23)cc1	57*	0	0	-4	7	3	5	-4	0
COc1ccc(C(=O)C2CCCN(Cc3cccn3-c3nccs3)C2)cc1F (configuration not stated)	23	3	-2	-4	7	2	2	1	1
CCOc1ccccc1-c1nc(C(N)=O)c2[nH]c(=O)n(-c3ccc(F)cc3)c2n1	2	-2	-3	14	-6	-2	-4	0	-4
CC(=O)OCC1OC(n2ccc3ccccc32)C(OC(C)=O)C(OC(C)=O)C1OC(C)=O (configuration not stated)	16	0	2	-2	5	4	6	-1	2
NS(=O)(=O)c1cccc(NS(=O)(=O)c2ccc(/C=C/C(=O)OCC(=O)c3ccc(Br)cc3)cc2)c1	-29	6	-2	-13	-5	2	0	2	-3

The results go on:
SMILES	PREPL inh	pPAFAH inh	PAD4 inh	PME-1 primary	LYPLA2 counter	PAFAH1B3 inh	GSTO1 inh	PAFAH1B2 FP inh	LYPLA1 inh
COc1cc([N+](=O)[O-])cc(/C=N/NC(=O)C(C)Nc2cccc3ccccc23)c1O (configuration not stated)	15	40*	-7	4	7	14	-4	8	3
Cc1onc(-c2ccccc2)c1C(=O)N1CCN(C)CC1	12	2	-2	-5	1	3	9	-2	-1
O=C(COC(=O)c1cccnc1Cl)Nc1ccc(S(=O)(=O)N2CCOCC2)cc1	17	1	2	.	.	6	.	3	.
CCc1ccc2c(COC(=O)CNS(=O)(=O)c3ccc(NC(C)=O)cc3)cc(=O)oc2c1	-3	-11	11	-7	5	3	3	3	-3

High-throughput results deposited in PubChem by The Scripps Research Institute Molecular Screening Center.
